ATXN viability: viability counter-screen for ATXN expression inhibitors; Potency, µM (top dose mostly 56.7 µM), actives largely listed as cytotoxic; S2 cells (HEK-293 line with an ATXN2-luciferase reporter) viability, CellTiter-Fluor protease fluorescence, 24 h; 400,000 compounds, 0.49% hits; AID 651635; also: nearly all actives have a fitted effect of over 40% in size
ATXN2 expr inh: reduces ATXN2 reporter expression in HEK-293 cells; HEK-293 ATXN2-luciferase reporter, luminescence, 24 h; Potency, µM (highest dose often 57 µM), for the others: at the highest dose activity change, negative = inhibition, usual class: inhibitors; 360,000 compounds, 0.72% hits; also: % is scaled to controls: 0 for no effect and ±100 for the full control effect; nearly all actives have a fitted effect of over 55% in size
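qHTS (up to 57 uM final) was run with 24 h compound exposure of reporter cells at 37 °C. Each well was multiplexed: SteadyGlo luminescence measured ATXN2-luciferase expression after a fluorogenic Gly-Phe-AFC viability readout (25 uM final).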
* = called active by the depositor; i = inactive; ? = inconclusive; · = no result given; & = joins results of further samples; [ ] = another dose, or the depositor's remark. Calls follow the shape of the dose curve; as a rule, active = well fitted curve in the direction sought with a large enough effect; inconclusive = small, poorly fitted or top-dose-only effect, or another doubt; inactive = no such curve, though single readings can be large; an effect the other way counts as inactive or inconclusive. Potency is read from the fitted curve at half-maximal effect. Not all compounds are listed; count on the stated rates, not on these rows.

| cpd | SMILES | ATXN2 expr inh | ATXN viability |
| --- | --- | --- | --- |
| 1 | CC[C@H](CC#N)OC(=O)N[C@@H](C)c1cccc(NC(=O)Nc2ccc(-c3cnco3)c(OC)c2)c1 | ? | · |
| 2 | NC(=O)c1ccc2[nH]ccc2c1 | -2.7% | · |
| 3 | O=C(NC1CC1)c1cccc(-c2ccc3c(NC(=O)C4CC4)n[nH]c3c2)c1 | ? | · |
| 4 | CC(C)(N)c1ccc(-c2nc3ccccc3nc2-c2ccccc2)cc1 | ? | · |
| 5 | CC(C)=CCC/C(C)=C/CC/C(C)=C/C(=O)OCC(=O)[C@@]1(O)CC[C@H]2[C@@H]3CCC4=CC(=O)C=C[C@]4(C)[C@H]3[C@@H](O)C[C@@]21C | -9.8% | i |
| 6 | NCCCNCCSP(=O)(O)O | 0.8%[11.3 µM] | i[11.3 µM] |
| 7 | CC(C)N1[N]C(=C2C=c3cc(O)ccc3=N2)c2c(N)ncnc21 | ? | ? |
| 8 | O=C(NOC[C@H](O)CO)c1ccc(F)c(F)c1Nc1ccc(I)cc1F | ? | ? |
| 9 | CCOC(=O)c1c(C)n(C)c2ccc(O)cc12 | 3.3%&11.5% | i |
| 10 | O=C(Oc1ccccc1)c1cccc(C(=O)Oc2ccccc2)c1 | ? | ? |
| 11 | C#CC(C)(CC)OC(=O)c1ccccc1C(=O)O (stereo not drawn) | 7.2% | i |
| 12 | N[C@@H](Cc1ccc(O)cc1)C(=O)O | 13.5%[11.3 µM] | i[11.3 µM] |
| 13 | CC[N+](CC)(CCNC(=O)C(=O)NCC[N+](CC)(CC)Cc1ccccc1Cl)Cc1ccccc1Cl | 3.7% | i |
| 14 | O=C(C1CCCCC1)N1CC(=O)N2CCCc3ccccc3C2C1 (stereo not drawn) | -14.2% | i |
| 15 | CC(C)(C)CC(C)(C)c1ccc(O)c(-n2nc3ccccc3n2)c1 | 14.5% | i |
| 16 | CC(=O)O[C@H]1C[C@@H]2CC[C@@H]3[C@H](CC[C@@]4(C)[C@H]3C[C@H]([N+]3(C)CCCCC3)[C@@H]4OC(C)=O)[C@@]2(C)C[C@@H]1N1CCCCC1 | -8.5% | i |
| 17 | CCN(CC)CCNC(=O)COc1ccc(Cl)cc1 | 3.8% | i |
| 18 | O=C(O)CCc1nc(-c2ccccc2)c(-c2ccccc2)o1 | 8.4% | i |
| 19 | COC(=O)[C@]12CCC(C)(C)C[C@@H]1[C@@H]1C(=O)C=C3[C@@]4(C)C=C(C#N)C(=O)C(C)(C)[C@@H]4CC[C@@]3(C)[C@]1(C)CC2 | 1.72µM* | 2.51µM* |
| 20 | O=C(/C=C/c1ccccc1)NCCO | 5.5% | i |
| 21 | NC(=O)NS(=O)(=O)c1ccc(N)cc1 | 1.8% | i |
| 22 | O=C(c1ccco1)N1CCNCC1 | -0.7% | i |
| 23 | C[N+]1(CC2COC(c3ccccc3)(C3CCCCC3)O2)CCCCC1 (stereo not drawn) | -9.0% | i |
| 24 | CCN(CC)CCSC(=O)C(c1ccccc1)c1ccccc1 | -0.9% | i |
| 25 | C[C@@H]1C[C@H]2[C@@H]3CCC4=CC(=O)C=C[C@]4(C)[C@@]3(F)[C@@H](O)C[C@]2(C)[C@@]1(O)C(=O)COC(=O)c1ccncc1 | -2.4% | i |
| 26 | COCCc1ccc(OCC2CO2)cc1 (stereo not drawn) | 6.8% | i |
| 27 | CC(C)CCCC(C)N (stereo not drawn) | 7.8% | i |
| 28 | CCOc1ccccc1OCC1CNCCO1 (stereo not drawn) | 3.0% | i |
| 29 | N[C@@H](COP(=O)(O)O)C(=O)O | 10.5%[25.6 µM] | i |
| 30 | C/C=C1\[C@H]2C=C(C)C[C@]1(N)c1ccc(=O)[nH]c1C2 | 15.2% | i |

In a second layout: 18 of the compounds above.
Below each compound: ATXN2 expr inh, ATXN viability
9) CCOC(=O)c1c(C)n(C)c2ccc(O)cc12
    3.3%&11.5%, i
10) O=C(Oc1ccccc1)c1cccc(C(=O)Oc2ccccc2)c1
    ?, ?
11) C#CC(C)(CC)OC(=O)c1ccccc1C(=O)O (stereo not drawn)
    7.2%, i
12) N[C@@H](Cc1ccc(O)cc1)C(=O)O
    13.5%[11.3 µM], i[11.3 µM]
13) CC[N+](CC)(CCNC(=O)C(=O)NCC[N+](CC)(CC)Cc1ccccc1Cl)Cc1ccccc1Cl
    3.7%, i
14) O=C(C1CCCCC1)N1CC(=O)N2CCCc3ccccc3C2C1 (stereo not drawn)
    -14.2%, i
15) CC(C)(C)CC(C)(C)c1ccc(O)c(-n2nc3ccccc3n2)c1
    14.5%, i
16) CC(=O)O[C@H]1C[C@@H]2CC[C@@H]3[C@H](CC[C@@]4(C)[C@H]3C[C@H]([N+]3(C)CCCCC3)[C@@H]4OC(C)=O)[C@@]2(C)C[C@@H]1N1CCCCC1
    -8.5%, i
17) CCN(CC)CCNC(=O)COc1ccc(Cl)cc1
    3.8%, i
18) O=C(O)CCc1nc(-c2ccccc2)c(-c2ccccc2)o1
    8.4%, i
19) COC(=O)[C@]12CCC(C)(C)C[C@@H]1[C@@H]1C(=O)C=C3[C@@]4(C)C=C(C#N)C(=O)C(C)(C)[C@@H]4CC[C@@]3(C)[C@]1(C)CC2
    1.72µM*, 2.51µM*
20) O=C(/C=C/c1ccccc1)NCCO
    5.5%, i
21) NC(=O)NS(=O)(=O)c1ccc(N)cc1
    1.8%, i
22) O=C(c1ccco1)N1CCNCC1
    -0.7%, i
23) C[N+]1(CC2COC(c3ccccc3)(C3CCCCC3)O2)CCCCC1 (stereo not drawn)
    -9.0%, i
24) CCN(CC)CCSC(=O)C(c1ccccc1)c1ccccc1
    -0.9%, i
25) C[C@@H]1C[C@H]2[C@@H]3CCC4=CC(=O)C=C[C@]4(C)[C@@]3(F)[C@@H](O)C[C@]2(C)[C@@]1(O)C(=O)COC(=O)c1ccncc1
    -2.4%, i
26) COCCc1ccc(OCC2CO2)cc1 (stereo not drawn)
    6.8%, i

Other records.
| cpd | SMILES | ATXN2 expr inh | ATXN viability |
| --- | --- | --- | --- |
| 31 | CCCCCCCCCCC(CO)CCCCCCCC (stereo not drawn) | 6.9% | i |
| 32 | Cc1cccn2c(=O)c(-c3nnn[nH]3)cnc12 | 8.6%[25.6 µM] | i |
| 33 | CC[N+]1(CC)CCC(=C(c2ccccc2)c2ccccc2)C1C (stereo not drawn) | 0.1% | i |
| 34 | O=Cc1ccccc1C=O | 8.8% | i |
| 35 | C[C@@H](N)C(=O)O | -3.1% | ? |
| 36 | C[C@]12CCC(=O)C=C1CC[C@H]1[C@@H]3CC[C@](O)(C(=O)CO)[C@@]3(C)C[C@H](O)[C@@]12F | -9.5% | i |
| 37 | Nc1ccc([N+](=O)[O-])c(C(F)(F)F)c1 | 6.2% | i |
| 38 | CN1Cc2cc(C(=O)N3CCC(C4CCNCC4)CC3)ccc2NC(CC(=O)O)C1=O (stereo not drawn) | 10.5% | i |
| 39 | CC(=O)Nc1ccc(/C=N/NC(N)=S)cc1 | 12.9% | i |
| 40 | NNc1nnc(NN)c2ccccc12 | 41.9%[activator] | i |
| 41 | Cc1c(-c2ccccc2)oc2c(C(=O)OCCN3CCCCC3)cccc2c1=O | 0.4% | i |
| 42 | CCCOc1ccc2c(c1)CC[C@@H]1[C@@H]2CC[C@]2(C)C(OC)CC[C@@H]12 (stereo partly drawn) | 0.9% | i |
| 43 | C[N+](C)(C)CC(O)CC(=O)[O-] (stereo not drawn) | 14.0% | i |
| 44 | C=C(C)C(=O)OCC(O)CO (stereo not drawn) | 5.4% | i |
| 45 | Cc1ncc(CO)c(CN)c1O | -0.3% | i |
| 46 | Cc1nc(-c2ccc(OCC(C)C)c(C#N)c2)sc1C(=O)O | ? | i |
| 47 | CN1C[C@@H]2C[C@H]1CN2c1cc2c(cc1F)c(=O)c(C(=O)O)cn2C1CC1 | 2.3%[25.6 µM] | i |
| 48 | CC(=O)O[C@H]1CC[C@@]2(C)C(=CC[C@@H]3[C@@H]2CC[C@]2(C)C(C(C)=O)=CC[C@@H]32)C1 | 2.8% | i |
| 49 | CCOC(=O)c1ccc(O)c(O)c1 | 5.7% | i |
| 50 | CC(=O)SC[C@@H](Cc1ccccc1)C(=O)NCC(=O)OCc1ccccc1 | -4.2% | i |
| 51 | C/C(=C(\CCOP(=O)(O)O)SC(=O)c1ccccc1)N(C=O)Cc1cnc(C)nc1N | -7.9%[5.55 µM] | i[5.17 µM] |
| 52 | NCCNc1cccc2ccccc12 | ? | i |
| 53 | O=C(O)c1ccccc1Nc1cc(Cl)ccc1C(=O)O | 1.8%[25.6 µM] | i |
| 54 | S=c1[nH]c2ccccc2s1 | 21.8%[116 µM] | i |
| 55 | O=C(NCC(O)CO)c1c(I)c(C(=O)NCC(O)CO)c(I)c(N(CCO)C(=O)CO)c1I (stereo not drawn) | -5.0% | i |
| 56 | COc1ccnc2c1CCCCC2S(=O)c1nc2ccccc2[nH]1 (stereo not drawn) | 38.5%[activator] | i |
| 57 | Oc1ccc(O)cc1 | 53.4%[activator] | i |
| 58 | CC(C(=O)O)c1ccc(/C=C2\CCCCC2=O)cc1 (stereo not drawn) | 43.2%[activator] | i |
| 59 | CCN(CC)C(=O)/C(C#N)=C/c1cc(O)c(O)c([N+](=O)[O-])c1 | -25.7% | ? |
| 60 | Cc1c(C)c2c(c(C)c1OC(=O)CCC(=O)OCCO)CC[C@@](C)(CCC[C@H](C)CCC[C@H](C)CCCC(C)C)O2 | -11.6% | ? |
| 61 | O=C(O)CN(CCOCCOCCN(CC(=O)O)CC(=O)O)CC(=O)O | 2.0%[0.709 µM] | i[0.575 µM] |
| 62 | COC1=C(OC)C(=O)C(CC=C(C)CCC=C(C)CCC=C(C)CCC=C(C)CCC=C(C)CCC=C(C)CCC=C(C)CCC=C(C)CCC=C(C)CCC=C(C)C)=C(C)C1=O | 6.4% | i |
| 63 | COC[C@@H](c1ccc(C(F)(F)F)cc1)N1CCN(C2(C)CCN(C(=O)c3c(C)ncnc3C)CC2)C[C@H]1C | -10.8% | i |
| 64 | CC1(C)OC(=O)NC1=O | 25.7% | i |
| 65 | CC(=O)N(CC(=O)N(C)C)c1ccccc1 | -1.0% | i |
| 66 | CN1N=C(C(N)=O)CCC1=O | 8.0% | i |
| 67 | C[C@H]1C[C@H]2[C@@H]3CCC4=CC(=O)C=C[C@]4(C)[C@H]3C(=O)C[C@]2(C)[C@@]1(O)C(=O)CO | -0.3% | i |
| 68 | OC[C@@H](O)[C@H](O)[C@H](O)[C@@H](O)CO | 13.5%&10.5% | i |
| 69 | Oc1ccc(OCc2ccccc2)cc1 | -5.2%&39.9% | ? |

Part of the list above, with each value named.
#63 COC[C@@H](c1ccc(C(F)(F)F)cc1)N1CCN(C2(C)CCN(C(=O)c3c(C)ncnc3C)CC2)C[C@H]1C
  ATXN2 expr inh = -10.8%
  ATXN viability = i
#64 CC1(C)OC(=O)NC1=O
  ATXN2 expr inh = 25.7%
  ATXN viability = i
#65 CC(=O)N(CC(=O)N(C)C)c1ccccc1
  ATXN2 expr inh = -1.0%
  ATXN viability = i
#66 CN1N=C(C(N)=O)CCC1=O
  ATXN2 expr inh = 8.0%
  ATXN viability = i

From PubChem
